# Assay outcomes: PubChem BioAssay, several laboratories
# cardiac RTF act: cardiac RTF calcium sensitivity activators, primary screen, biochemical, IANBD-TnC fluorescence, EC20 calcium | Troponin I, cardiac muscle (Homo sapiens) + Troponin T, cardiac muscle (Homo sapiens) + … | IANBD-labeled TnC RTF fluorescence at EC20 calcium; 0% EC20 calcium, 100% full calcium | activation, % at 7.2 µM | 340,000 tested, 0.24% active;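 active = activation above the mean over all tested compounds plus 3 SD, cut at about 30% in these data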;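 note: rise in fluorescence read as greater calcium sensitivity of cardiac thin filaments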
# C-LANA FP: inhibitors of KSHV C-LANA binding to DNA, primary screen, biochemical, fluorescence polarization, FAM-LBS DNA, MBP-C-LANA, single point. AID 504423, 2011. inhibition, % at 9 µM. Kaposi's sarcoma herpesvirus LANA C-terminal domain (residues 932-1162) DNA binding. 340,000 tested, 0.078% active;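 active = highest replicate inhibition at or above 60% at 9 µM, even if other replicates fall short; inactive = all replicates below 60% inhibition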;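 note: 0% = neutral control wells and 100% = 4 µM acridine orange control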
# Keap1-Nrf2 PPI: Keap1-Nrf2 protein-protein interaction inhibitors, primary screen, biochemical, fluorescence polarization, single point; Kelch-like ECH-associated protein 1 (Homo sapiens), Q14145; Keap1 Kelch-Nrf2 peptide fluorescence polarization, 1536-well; AID 504523, 2011; 340,000 tested, 0.15% active; inhibition, % at 9.4 µM; in the data active = inhibition above about 12%;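 note: human Keap1 Kelch domain with fluorescein labeled Nrf2 9mer peptide probe; 0% = neutral control wells and 100% = peptide positive control; higher means more block of Keap1 binding to Nrf2 peptide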
# DAGLB inhibitor: DAGLB lipase inhibitors, primary screen, biochemical, fluorescence, HTS; Diacylglycerol lipase-beta (Homo sapiens), Q8NCG7; HEK293T DAGLB membrane lysate, EnzChek fluorogenic substrate; 340,000 tested, 0.059% active; inhibition, % at 5.17 µM; in the data active = inhibition above about 34%;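 note: 0% = enzyme with vehicle and 100% = wells lacking enzyme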
# Target sequence (Q8NCG7 whole entry, looked up): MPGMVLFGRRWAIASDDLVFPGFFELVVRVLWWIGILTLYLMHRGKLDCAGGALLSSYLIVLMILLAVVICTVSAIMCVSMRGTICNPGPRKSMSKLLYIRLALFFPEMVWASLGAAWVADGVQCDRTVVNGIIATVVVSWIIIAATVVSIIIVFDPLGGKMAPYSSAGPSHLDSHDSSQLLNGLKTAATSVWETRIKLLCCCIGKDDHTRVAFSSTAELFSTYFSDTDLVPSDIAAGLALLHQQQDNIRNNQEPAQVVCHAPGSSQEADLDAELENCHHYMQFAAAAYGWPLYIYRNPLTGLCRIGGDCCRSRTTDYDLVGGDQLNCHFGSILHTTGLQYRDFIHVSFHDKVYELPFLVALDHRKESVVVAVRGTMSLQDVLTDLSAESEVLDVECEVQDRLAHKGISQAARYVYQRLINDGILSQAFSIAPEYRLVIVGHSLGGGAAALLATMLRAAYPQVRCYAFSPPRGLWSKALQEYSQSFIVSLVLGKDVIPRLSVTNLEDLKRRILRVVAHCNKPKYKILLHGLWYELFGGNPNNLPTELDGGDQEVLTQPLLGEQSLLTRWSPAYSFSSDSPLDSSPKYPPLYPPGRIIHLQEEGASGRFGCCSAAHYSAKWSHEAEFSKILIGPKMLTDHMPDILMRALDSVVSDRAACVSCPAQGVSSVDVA
# RTF Ca sens inh: cardiac RTF calcium sensitivity inhibitors, primary screen, biochemical, IANBD-TnC fluorescence, EC70 calcium; Troponin I, cardiac muscle (Homo sapiens) + Troponin T, cardiac muscle (Homo sapiens) + …; IANBD-labeled cardiac RTF, Ca2+ fluorescence; inhibition, % at 7.15 µM; 340,000 tested, 0.12% active;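 active = inhibition above the mean inhibition of all tested compounds plus 3 SD, cut at about 17% in these data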;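 note: assay run at fixed EC70 calcium of 1.6 mM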
# CAL PDZ FP-1: CAL PDZ peptide-binding inhibitors, primary screen, biochemical, fluorescence polarization, Cer-tagged CAL PDZ, HTS. Golgi-associated PDZ and coiled-coil motif-containing protein (Homo sapiens), Q9HD26. purified CAL PDZ, TMR-peptide fluorescence polarization, 1 h. inhibition, % at 20 µM. 330,000 tested, 0.02% active. AID 504414, 2011;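 active = highest replicate inhibition of at least 40%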;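 note: plate controls were DMSO neutral control wells for no effect and unlabeled competitor peptide control wells for full effect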
#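 Control set: unlabelled peptide and DMSO controls / Material: purified CerCALP PDZ construct / Timing: 1 h incubation at room temperature before polarization reading / Doses: 20 µM, one dose / Detection: fluorescence polarization (mP)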
# SR-BI uptake up: activators of SR-BI mediated DiI-HDL uptake, primary screen, ldlA[mSR-BI] CHO cells, DiI fluorescence | 3 h; 100 = double the neutral-control signal | activation, % at 12.5 µM | AID 504775, 2011 | 320,000 tested, 0.096% active;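 active = mean replicate activation of at least 60% and every replicate at or above 60%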;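 note: 0% = median plate neutral-control signal and 100% = twice that signal; values of inactives mirror those of a sister screen read the other way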
#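 Test system: SR-BI-overexpressing, LDLR-lacking CHO cells; Medium: Ham's F12 with 0.5% BSA, HEPES 25 mM, pH 7.4; Schedule: 3 h, 37 °C; Technique: bottom-read fluorescence, 550/595 nm.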
# CAL PDZ FP-2: untagged CAL PDZ binding inhibitors, primary screen, biochemical, fluorescence polarization, HTS | Golgi-associated PDZ and coiled-coil motif-containing protein (Homo sapiens), Q9HD26 | purified CAL PDZ, TMR-peptide fluorescence polarization, 1 h | inhibition, % at 24.9 µM | 300,000 tested, 0.92% active | AID 602252, 2012;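 active = mean inhibition of at least 30% with at least half of replicates also reaching 30%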;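 note: 0% = DMSO neutral control and 100% = excess unlabeled competitor peptide PRC23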
# Rtt109 Vps75: inhibitors of C. albicans Rtt109/Vps75 HAT, primary screen, biochemical, ThioGlo CoA-SH fluorescence, plate reader; purified Rtt109/Vps75, 4 h; inhibition, % at 34.9 µM; 330,000 tested, 0.16% active; AID 540336, 2011;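 active = inhibition of at least 50% in every replicate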
# PKA-R2B activ: activators of PKA-R2B holoenzyme, primary screen, biochemical, fluorescence polarization, Cy5-IP20, human | cAMP-dependent protein kinase catalytic subunit beta (Homo sapiens) + cAMP-dependent … | PKA-R2B holoenzyme dissociation; R2B truncated from residue 108, S112A mutant; 0% DMSO only, 100% 113 µM cGMP | activation, % at 11.4 µM | 340,000 tested, 0.079% active;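 active = activation above a cutoff set at the mean over all compounds plus 3 SD, cut at about 18% in these data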;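 note: higher means more holoenzyme dissociation and a rise in polarization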
# Numbers without * were called inactive; . = no result given. Random draw from the library (roughly 1.6% active in at least one column).
nr	compound	cardiac RTF act	C-LANA FP	Keap1-Nrf2 PPI	DAGLB inhibitor	RTF Ca sens inh
1	C=C(C)C(=O)OC1(C(F)(F)F)Oc2cc(C)ccc2NC1=O (centres undefined)	1	1.2	-10	4	-3
2	COC(=O)CC(NC(=O)C1CC1)c1ccc2c(c1)OCO2 (centres undefined)	-3	-0.5	-5	3	-17
3	Cc1nc(Cl)sc1C(=O)Nc1cccc(C(F)(F)F)c1	10	0.6	-6	-1	-1
4	COc1ccc2[nH]c(C)c(CCNC(=S)Nc3ccccc3C)c2c1	-4	0.5	-1	1	-9
5	COc1nc(-c2ccc(Cl)cc2)nnc1C	-3	1.1	0	-3	2
6	CCc1c(O)nc(SCc2nc3ccccc3c(=O)[nH]2)[nH]c1=O	-5	0.1	0	-2	-1
7	COC(=O)c1sc(=S)n(-c2ccccc2OC)c1N	2	0.9	4	3	-4
8	CCCc1nnc(NC(=O)CCC(=O)N2CCN(c3ccccc3)CC2)s1	7	0.1	1	5	-3
9	O=C(C[N+]1(CC#Cc2ccccc2)CCOCC1)c1ccc(Cl)cc1	-5	-0.1	-2	1	-23
10	Cc1nc(-c2ccc(F)cc2)c(CC(=O)N(C)CC(=O)Nc2ccccc2Br)s1	8	-1.3	5	2	-9
11	CCOC(=O)N1CCN(CC(=O)Nc2cc(OC)c(OC)cc2C#N)CC1	8	-2.2	-7	1	4
12	CCNc1nc(NCC)nc(N/N=C/c2ccc(O)c(OC)c2)n1	2	0.1	-3	1	-4
13	CCOC(=O)C1CCCN(S(=O)(=O)c2cc(OCC(=O)NC3CCCCC3)c(C)cc2Cl)C1 (centres undefined)	-5	-1.1	-2	-4	2
14	Cc1cc(C)n2nc(SCC(=O)NC3CCCC(C)C3C)nc2n1 (centres undefined)	6	0.4	2	-3	-10
15	CCN(CC(=O)Nc1ccc(OC)cc1)C(=O)c1ccc(Cl)c(S(=O)(=O)N2CCCC2)c1	3	3.8	0	-2	-5

nr	CAL PDZ FP-1	SR-BI uptake up	CAL PDZ FP-2	Rtt109 Vps75	PKA-R2B activ
1	-2.2	22	1	-1	0
2	-0.7	22	0	-7	-2
3	-1.3	-23	-7	-4	-3
4	0.4	-62	.	14	-6
5	-2.1	17	-1	-1	-3
6	-1.0	39	0	-12	2
7	-1.1	-15	2	2	2
8	-2.4	10	2	3	-11
9	-1.6	-14	-2	5	1
10	-3.2	0	-2	-1	-7
11	-1.0	5	0	4	0
12	0.4	29	-2	22	12
13	-1.4	1	-3	1	-5
14	-1.1	9	-1	5	-2
15	0.6	-5	-1	12	-7

# Just RTF Ca sens inh and PKA-R2B activ, for some of the entries so far:
nr	SMILES	RTF Ca sens inh	PKA-R2B activ
4	COc1ccc2[nH]c(C)c(CCNC(=S)Nc3ccccc3C)c2c1	-9	-6
2	COC(=O)CC(NC(=O)C1CC1)c1ccc2c(c1)OCO2 (centres undefined)	-17	-2
1	C=C(C)C(=O)OC1(C(F)(F)F)Oc2cc(C)ccc2NC1=O (centres undefined)	-3	0
12	CCNc1nc(NCC)nc(N/N=C/c2ccc(O)c(OC)c2)n1	-4	12
15	CCN(CC(=O)Nc1ccc(OC)cc1)C(=O)c1ccc(Cl)c(S(=O)(=O)N2CCCC2)c1	-5	-7

# More records
nr	compound	cardiac RTF act	C-LANA FP	Keap1-Nrf2 PPI	DAGLB inhibitor	RTF Ca sens inh
16	COc1ccc(NC(=O)c2oc3ccccc3c2NC(=O)C2CC2)cc1	3	1.0	-5	-4	-5
17	O=C(NCC1CCCO1)C(=O)N/N=C/c1ccccc1C(=O)O (centres undefined)	-2	0.1	0	-3	-8
18	O=C(NCC(c1cccnc1)N1CCN(c2ccccc2)CC1)c1ccco1 (centres undefined)	-1	-0.6	-3	-4	-8
19	COc1ccccc1CNC(=O)CCc1nc2ccccc2c(=O)[nH]1	1	-1.0	-2	-4	-1
20	CC(=O)c1ccc(N(CC(=O)NCCc2ccccc2)C(=O)c2csnn2)cc1	0	1.7	-7	1	-26
21	O=[N+]([O-])c1cc(C=Nc2ccc3ccccc3c2)ccc1Br	-1	2.6	1	1	-9
22	C/C(=N\OC(=O)c1cccc(C(F)(F)F)c1)c1sc(-c2ccccc2)nc1C	0	-0.5	-3	0	-6
23	Cc1ccc(OC(=O)c2cncc(Br)c2)c(C)c1	-9	1.6	6	-6	5
24	O=C(Cc1cccs1)NCc1ccncc1	-3	1.5	2	-2	-7
25	C=CCn1c(SCCN)nnc1-c1cccc(S(=O)(=O)N2CCOCC2)c1	0	1.1	-1	0	-5
26	NC(=S)N/N=C/C=C/c1ccccc1	7	-1.6	2	4	17

nr	CAL PDZ FP-1	SR-BI uptake up	CAL PDZ FP-2	Rtt109 Vps75	PKA-R2B activ
16	-4.3	-37	.	9	1
17	.	16	-4	1	-3
18	-2.2	21	-3	15	-5
19	-0.1	6	-2	-5	9
20	-1.7	-8	0	-9	-7
21	0.3	18	-3	3	-3
22	-0.6	14	52*	1	7
23	-0.4	6	-1	-1	-7
24	-2.4	14	0	-4	3
25	0.8	31	-2	6	-6
26	-3.0	-70	1	-12	-3

# Of the compounds above, 2 have two or more sulfur atoms.
nr	compound	cardiac RTF act	C-LANA FP	Keap1-Nrf2 PPI	DAGLB inhibitor	RTF Ca sens inh
7	COC(=O)c1sc(=S)n(-c2ccccc2OC)c1N	2	0.9	4	3	-4
25	C=CCn1c(SCCN)nnc1-c1cccc(S(=O)(=O)N2CCOCC2)c1	0	1.1	-1	0	-5

nr	CAL PDZ FP-1	SR-BI uptake up	CAL PDZ FP-2	Rtt109 Vps75	PKA-R2B activ
7	-1.1	-15	2	2	2
25	0.8	31	-2	6	-6
